Screening data from PubChem BioAssay.
Cdc42 wt: changes GTP binding to wildtype human Cdc42; percent activity (GTP binding), % at 10 µM; 190,000 compounds, 0.2% hits; GST-Cdc42 beads, Bodipy-GTP binding, flow cytometry; actives lie on both sides;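 active = percent activity GTP binding at least 20 points away from the 100% baseline, either down as inhibitor or up as activator; inconclusive = compound flagged as likely green fluorescent from well-wide comparison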;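 note: median bead fluorescence of bound Bodipy-FL-GTP at 100 nM; 0% = excess unlabeled GTP control and 100% = no compound control; below 100% means less GTP binding so inhibitor and above means activator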
Target sequence (P60953 whole entry, looked up): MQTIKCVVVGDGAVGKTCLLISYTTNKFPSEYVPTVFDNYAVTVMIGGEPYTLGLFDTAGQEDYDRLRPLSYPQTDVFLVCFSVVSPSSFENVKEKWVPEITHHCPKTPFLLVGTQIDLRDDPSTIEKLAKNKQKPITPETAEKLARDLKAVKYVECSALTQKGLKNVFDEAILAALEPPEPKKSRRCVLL
Rab2 wt GTP: changes GTP binding to wildtype dog Rab2A, up or down | 190,000 compounds, 0.19% hits | GST-Rab2 wt beads, Bodipy-GTP binding, flow cytometry | GTP binding activity, % at 10 µM;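 active = GTP binding activity at least 20 points away from 100%, either lowered or raised; inconclusive = signal likely due to the compound's own green fluorescence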;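 note: 0% = beads with excess unlabeled GTP and 100% = no-compound control corrected for plate trend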
Bfl-1 Bim block: disrupts Bim binding to human Bfl-1; Q16548; Bead-based flow cytometry, Bim-Bfl-1 binding inhibition; inhibition, % at 10 µM; 190,000 compounds, 0.12% hits;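 note: 0% = wells without compound plus tracer and 100% = blocker peptide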
Rac1 act GTP bind: human Rac1 activated mutant GTP binding change; AID 764; GST-Rac1 activated beads, fluorescent GTP binding, flow cytometry; actives lie on both sides; 100% means binding = to untreated wells; P63000; 190,000 compounds, 0.11% hits; percent activity (GTP binding), % at 10 µM;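 active = GTP binding at least 20 percentage points away from the 100% baseline, in either direction, so actives lie on both sides; inconclusive = Compound likely fluorescent itself, or too few beads counted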
Bcl-W Bim block: human Bim-Bcl-W interaction inhibition; bead-based flow cytometry, Bim peptide-Bcl-W binding; inhibition, % at 10 µM; Q92843; AID 952; 190,000 compounds, 0.02% hits;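 note: 0% = bound tracer without compound and 100% = peptide blocker; higher means less fluorescent Bim peptide bound to Bcl-W beads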
Rac1 wt modul: human Rac1 wildtype GTP binding, inhibitors and activators. P63000. GST-Rac1 beads, fluorescent GTP binding, flow cytometry; actives lie on both sides; 0 = cold GTP competed, 100 = untreated. GTP binding activity (% of control), % at 10 µM. 190,000 compounds, 0.27% hits. AID 757;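 active = GTP binding activity at least 20 points away from the 100% control level, either lower or higher; inconclusive = compound flagged as likely green fluorescent, judged across all proteins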
Bcl-B Bim block: disrupts Bim peptide binding to human Bcl-B. inhibition, % at 10 µM. bead-based flow cytometry. 190,000 compounds, 0.073% hits. Q9HD36;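 note: 0% = tracer peptide without compound and 100% = reference inhibitor peptide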
Target sequence (Q9HD36 whole entry, looked up): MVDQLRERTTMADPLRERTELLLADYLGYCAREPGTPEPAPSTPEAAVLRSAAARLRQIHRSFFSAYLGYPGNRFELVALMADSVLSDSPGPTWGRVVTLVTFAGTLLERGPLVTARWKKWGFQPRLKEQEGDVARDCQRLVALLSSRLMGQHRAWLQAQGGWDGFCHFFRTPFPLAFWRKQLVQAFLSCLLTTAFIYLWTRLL
Bim-Bcl-2: human Bim-Bcl-2 interaction inhibition. AID 950. P10415. 190,000 compounds, 0.06% hits. inhibition, % at 10 µM. Bead-based flow cytometry, Bim peptide-Bcl-2 binding; in the data active = inhibition above about 40%; inconclusive = no clear call, values can overlap the other calls;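 note: 0% = no compound wells with probe peptide and 100% = reference peptide inhibitor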
Target sequence (P10415 whole entry, looked up): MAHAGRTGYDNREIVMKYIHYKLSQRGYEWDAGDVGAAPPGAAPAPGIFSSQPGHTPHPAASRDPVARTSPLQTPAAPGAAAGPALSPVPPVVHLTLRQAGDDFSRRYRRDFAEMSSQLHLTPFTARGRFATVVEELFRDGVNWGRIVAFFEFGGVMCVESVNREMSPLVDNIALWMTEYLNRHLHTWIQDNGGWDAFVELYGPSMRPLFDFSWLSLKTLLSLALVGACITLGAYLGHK
Bim-Bcl-XL: disrupts Bim peptide binding to human Bcl-XL | Q07817 | 190,000 compounds, 0.04% hits | inhibition, % at 10 µM | bead flow cytometry, fluorescence
Target sequence (Q07817 whole entry, looked up): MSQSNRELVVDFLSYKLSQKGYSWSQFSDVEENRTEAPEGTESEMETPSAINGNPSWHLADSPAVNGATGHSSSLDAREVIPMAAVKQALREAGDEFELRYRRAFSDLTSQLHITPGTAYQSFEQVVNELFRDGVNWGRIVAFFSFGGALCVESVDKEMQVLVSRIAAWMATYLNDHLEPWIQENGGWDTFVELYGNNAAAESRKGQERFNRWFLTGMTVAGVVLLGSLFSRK
Rab7 wt modul: modulators of GTP binding to dog Rab7 wildtype GTPase | GST-Rab7 beads, fluorescent GTP binding, flow cytometry; actives lie on both sides; untreated = 100%, excess cold GTP = 0% | GTP binding activity (percent of control), % at 10 µM | 190,000 compounds, 0.055% hits;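 active = fluorescent GTP binding to Rab7 beads changed by at least 20 points from the 100% baseline, either direction, mostly lower; inconclusive = compound itself probably fluorescent, or too few beads counted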;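 note: median green fluorescence of bound Bodipy-FL-GTP per Rab7 bead population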
HRas wt GTP bind: changes GTP binding to wildtype human HRas; AID 759; P01112; 190,000 compounds, 0.14% hits; GTP binding activity, % at 10 µM; GST-Ras wt beads, Bodipy-FL-GTP binding, flow cytometry; actives lie on both sides;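 active = GTP binding activity at least 20% away from the 100% baseline, either lowered as inhibitor or raised as activator; inconclusive = flagged as likely green fluorescent, judged across all proteins in the well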;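 note: 0% = unlabeled GTP competition control and 100% = no-compound control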
* marks the source's active call; other numbers are inactive results; u = inconclusive. Cut-off read from the data, not from the text of the source, unless noted: active = inhibition above about 40%. An unsorted share of the library. About 0.62% of those tested had a hit in this group.

SMILES	Cdc42 wt	Rab2 wt GTP	Bfl-1 Bim block	Rac1 act GTP bind	Bcl-W Bim block	Rac1 wt modul	Bcl-B Bim block	Bim-Bcl-2	Bim-Bcl-XL	Rab7 wt modul	HRas wt GTP bind
CN(C)S(=O)(=O)Oc1cccc(C(=O)Nc2ccc([N+](=O)[O-])cc2)c1	97	96	-6	94	-4	98	-7	-6	-6	98	96
CCOC(=O)C1=C(N)OC2=C(C(=O)CCC2)C1c1sccc1C (stereo not given)	100	99	0	98	-2	105	-11	-3	-6	100	99
CCCCc1nnc(NC(=O)C(=O)OCC)s1	93	92	0	97	0	96	-6	-3	-2	94	96
NC(=O)c1nc(C2CCCCC2)nc2c1[nH]c(=O)n2-c1ccc(F)cc1	106	103	-13	103	-5	109	-4	-7	-3	96	105
COC(=O)c1cc(NC(=O)Cc2coc3cc(OC)ccc23)cc(C(=O)OC)c1	103	100	-12	101	2	104	-6	-10	2	101	101
Cc1cccc(C)c1NC(=O)COC(=O)c1ccc2c(c1)OCO2	95	98	-10	96	0	101	-9	-1	-3	97	97
CCOc1ccc(/C=N/NC(=O)c2c(C)n(C)c3ccc(OC)cc23)cc1	98	96	0	98	-2	100	-3	2	-4	98	100
COc1ccc(/C=C2\C(=O)N(Cc3ccc(F)cc3)CC(=O)N2Cc2ccccc2)cc1	100	96	0	95	1	95	-3	-1	-2	96	98
COC(=O)c1ccc(CN2CCN(Cc3ccc(F)cc3)C(CCO)C2)cc1 (stereo not given)	92	90	-5	91	1	90	-4	-3	0	89	89
O=C(CSc1nnc(CNC(=O)c2ccccc2F)o1)NCc1ccccc1	100	100	-4	97	-4	102	-6	0	-4	108	100
Cn1c(N)c(C(=O)COC(=O)CCC(=O)c2ccc(F)cc2)c(=O)n(C)c1=O	96	98	-6	95	-2	95	-4	-4	-2	96	95
COC(=O)Nc1ccc(=O)n(Cc2c(Cl)cccc2Cl)c1	100	100	-18	99	-2	106	-12	-6	-11	100	102
O=C(NNc1c2ccccc2nc2ccccc12)c1cc2ccccc2cc1O	98	89	-6	93	-1	93	-6	-3	-1	95	93
COc1ccccc1N(CC(O)CN1C(=O)NC(C)(C)C1=O)S(=O)(=O)c1ccc(C)cc1 (stereo not given)	105	101	1	99	0	106	0	0	-1	101	100
CCC(C)NC(=O)C1CCCN(c2nc(C)cc(OC)n2)C1 (stereo not given)	100	100	-2	100	-4	102	-5	-3	-8	92	97

Whole records as entered above:
CN(C)S(=O)(=O)Oc1cccc(C(=O)Nc2ccc([N+](=O)[O-])cc2)c1 across the screens: Cdc42 wt: 97; Rab2 wt GTP: 96; Bfl-1 Bim block: -6; Rac1 act GTP bind: 94; Bcl-W Bim block: -4; Rac1 wt modul: 98; Bcl-B Bim block: -7; Bim-Bcl-2: -6; Bim-Bcl-XL: -6; Rab7 wt modul: 98; HRas wt GTP bind: 96
CCC(C)NC(=O)C1CCCN(c2nc(C)cc(OC)n2)C1 (stereo not given) across the screens: Cdc42 wt: 100; Rab2 wt GTP: 100; Bfl-1 Bim block: -2; Rac1 act GTP bind: 100; Bcl-W Bim block: -4; Rac1 wt modul: 102; Bcl-B Bim block: -5; Bim-Bcl-2: -3; Bim-Bcl-XL: -8; Rab7 wt modul: 92; HRas wt GTP bind: 97

Later entries:
SMILES	Cdc42 wt	Rab2 wt GTP	Bfl-1 Bim block	Rac1 act GTP bind	Bcl-W Bim block	Rac1 wt modul	Bcl-B Bim block	Bim-Bcl-2	Bim-Bcl-XL	Rab7 wt modul	HRas wt GTP bind
Cn1c(=O)c(C(=O)NCC2CCCO2)c(O)c2ccccc21 (stereo not given)	97	95	-5	97	-2	101	-3	0	1	97	97
Cc1nn(C)c(Cl)c1CN1CCN(C2CCCCC2)C(CCO)C1 (stereo not given)	96	97	-10	97	-3	99	-6	-4	-4	96	95
Cc1c(NC(=O)CC(C)C)c(=O)n(-c2ccccc2)n1C	103	99	-1	94	-2	102	-5	0	-2	103	99
Cc1cnc(NC(=O)C2COc3ccccc3O2)s1 (stereo not given)	96	98	-1	96	0	97	-2	-1	-3	96	96
CCc1c(C)nc2ncnn2c1NCCc1ccc(OC)cc1	104	102	0	99	-2	106	-3	-4	-3	102	102
COCCNC(=O)CNS(=O)(=O)c1ccc2nc(C)sc2c1	105	100	0	97	2	103	0	0	0	102	103
CCOc1ccc(C(=O)Nc2nc3ccccc3[nH]2)cc1OCC	94	95	-13	95	0	93	-8	-1	-1	96	95
Cc1cc(=O)n2[nH]c(COc3ccccc3)nc2n1	99	98	-9	97	4	101	-5	-8	-4	100	99
O=C(c1cccs1)N1CCN(CCc2ccccc2)CC1	103	100	-12	100	-2	104	-10	-11	-12	99	101
CC1=C(C(=O)N2CCOCC2)C(c2cccc(C)c2)NC(=S)N1 (stereo not given)	100	99	3	98	-4	102	-22	-1	-4	98	97
CCn1nc(C(=O)OCC(=O)NCCN2C(=O)CSC2=O)c2ccccc2c1=O	106	106	-4	103	-3	108	-4	-1	4	105	104
COC(=O)c1ccc(C2/C(=C(\O)c3cccc(OC)c3)C(=O)C(=O)N2CCCN2CCOCC2)cc1 (stereo not given)	102	100	0	99	-3	101	0	2	-5	98	99
COc1ccc2nc(NC(=O)CCNS(=O)(=O)c3ccc4c(c3)oc(=O)n4C)sc2c1	104	100	-3	99	-1	101	-2	-2	-1	98	102
CC(=O)C1=C(C)NC(=O)NC1c1cccs1 (stereo not given)	102	100	-1	99	-4	104	-31	-7	1	101	102
COc1ccccc1NC(=O)CN1CCN(c2ccccc2OC)CC1	100	100	-6	94	-1	96	-3	-4	0	102	100
CCSc1nnc2c(n1)[nH]c1c(C)cccc12	97	97	-17	94	0	93	-8	-15	-13	96	97
Fc1ccc(-c2nc3ccccc3[nH]2)cc1	95	97	-8	98	-2	102	-5	-2	-5	104	99
COc1cccc(-c2cn3nc4c(nc3n2)CCCC4)c1	100	99	-9	98	-1	105	-10	-5	-4	101	101
N#Cc1cccc(NC(=O)c2ccccc2C(=O)O)c1	u	u	0	u	1	u	0	0	-1	u	u
O=C(COc1cccc(Cl)c1)Nc1nc(-c2ccc(S(=O)(=O)N3CCOCC3)cc2)cs1	u	u	1	u	-1	u	-2	-5	-2	u	u
O=C(Oc1ccc2ccccc2c1Cl)N1CCCC1	94	94	-1	95	-3	94	-1	-3	1	99	96
COc1ccc(Cn2c(C3CC3)nc3ccc(NC(=O)c4ccco4)cc3c2=O)cc1	94	91	-10	91	-2	93	-8	-7	0	95	95
O=c1oc2ccccc2c(O)c1C=NCc1ccccn1	103	102	-10	97	0	103	-8	-7	-5	106	104
O=C(OCc1ccccc1)c1ccc(Br)o1	109	104	-10	104	0	105	-8	-8	-6	103	103
O=C(Oc1ccccc1/C=C\C(=O)c1cc2ccccc2o1)c1ccccc1	100	96	4	93	0	101	-4	4	-6	94	98
COc1cccc(C2C(C(=O)c3sc(C)nc3C)=C(O)C(=O)N2CCN2CCOCC2)c1OC (stereo not given)	94	92	-1	94	0	95	0	-5	-2	92	96
COc1ccc(NC(=O)CSc2nnc(NC(=O)c3ccccc3C(=O)O)s2)cc1	93	93	-3	94	-1	97	0	2	0	93	92
CCC(=O)/C=C1/Sc2ccc(OC)cc2N1CC	99	95	0	98	1	97	0	0	1	94	97
CCOc1ccc(NC(=O)COC(=O)Cc2ccc(S(=O)(=O)N3CCOCC3)s2)cc1	98	101	0	97	-2	102	-3	-3	0	100	99
COc1ccc(Nc2ccc(N3C(=O)CCCC3=O)cc2[N+](=O)[O-])cc1OC	99	103	2	101	1	100	2	3	-1	98	101

Sorted by count of non-hydrogen atoms (descending): some entries from above
SMILES	Cdc42 wt	Rab2 wt GTP	Bfl-1 Bim block	Rac1 act GTP bind	Bcl-W Bim block	Rac1 wt modul	Bcl-B Bim block	Bim-Bcl-2	Bim-Bcl-XL	Rab7 wt modul	HRas wt GTP bind
COc1cccc(C2C(C(=O)c3sc(C)nc3C)=C(O)C(=O)N2CCN2CCOCC2)c1OC (stereo not given)	94	92	-1	94	0	95	0	-5	-2	92	96
O=C(COc1cccc(Cl)c1)Nc1nc(-c2ccc(S(=O)(=O)N3CCOCC3)cc2)cs1	u	u	1	u	-1	u	-2	-5	-2	u	u
CCOc1ccc(NC(=O)COC(=O)Cc2ccc(S(=O)(=O)N3CCOCC3)s2)cc1	98	101	0	97	-2	102	-3	-3	0	100	99
COc1ccc(NC(=O)CSc2nnc(NC(=O)c3ccccc3C(=O)O)s2)cc1	93	93	-3	94	-1	97	0	2	0	93	92
COc1ccc(Nc2ccc(N3C(=O)CCCC3=O)cc2[N+](=O)[O-])cc1OC	99	103	2	101	1	100	2	3	-1	98	101
COc1ccccc1NC(=O)CN1CCN(c2ccccc2OC)CC1	100	100	-6	94	-1	96	-3	-4	0	102	100
COc1cccc(-c2cn3nc4c(nc3n2)CCCC4)c1	100	99	-9	98	-1	105	-10	-5	-4	101	101
N#Cc1cccc(NC(=O)c2ccccc2C(=O)O)c1	u	u	0	u	1	u	0	0	-1	u	u
O=C(Oc1ccc2ccccc2c1Cl)N1CCCC1	94	94	-1	95	-3	94	-1	-3	1	99	96
CCC(=O)/C=C1/Sc2ccc(OC)cc2N1CC	99	95	0	98	1	97	0	0	1	94	97
CCSc1nnc2c(n1)[nH]c1c(C)cccc12	97	97	-17	94	0	93	-8	-15	-13	96	97
Fc1ccc(-c2nc3ccccc3[nH]2)cc1	95	97	-8	98	-2	102	-5	-2	-5	104	99

The list goes on:
SMILES	Cdc42 wt	Rab2 wt GTP	Bfl-1 Bim block	Rac1 act GTP bind	Bcl-W Bim block	Rac1 wt modul	Bcl-B Bim block	Bim-Bcl-2	Bim-Bcl-XL	Rab7 wt modul	HRas wt GTP bind
O=C1CCC(=O)N1N1C(=O)C2C3c4ccccc4C(c4ccccc43)C2C1=O (stereo not given)	96	97	-8	96	-2	102	-7	-2	-4	105	96
COc1ccc(CCNC(=O)COC(=O)Cc2cc(OC)c(OC)c(OC)c2)cc1	96	96	-5	97	0	98	-5	-3	-1	97	97
Cc1ccc(CSc2nnc(-c3ccccn3)n2C)cc1	102	105	-15	96	-3	106	-6	-4	-7	107	103
CCn1c(CNC(=O)Cc2ccc(OC)cc2)nnc1SCC(=O)Nc1ccc(C(=O)O)cc1	97	99	-4	95	-1	97	-6	-1	-1	102	97
CCNC(=O)CN(Cc1ccccc1)S(=O)(=O)c1ccccc1	107	102	-15	103	4	107	-2	-9	-1	98	102
NC(=O)c1ccc(-n2nnnc2Oc2ccccc2C(=O)N2CCOCC2)cc1	97	96	-5	95	-3	94	-6	-5	-2	97	95
CC1CC(C)CN(C(=O)c2ccc(CSc3nc4ccncc4[nH]3)cc2)C1 (stereo not given)	99	97	-2	97	-4	102	-4	-1	-4	93	96
COc1cc(CN2CCN(C(=O)c3ccc(-c4ccccc4)cc3)CC2)cc(OC)c1OC	96	96	-7	95	0	100	-8	-1	-1	100	100
